# PV pol inh: poliovirus RdRp elongation inhibitors, primary screen, biochemical, fluorescence polarization, total intensity; poliovirus polymerase elongation; active compounds read low; 150,000 compounds, 0.66% hits; % elongation, % (compound at 16.7 µg/mL); Genome polyprotein (Poliovirus type 1 (strain Mahoney)), P03300; in the data active = % elongation below about 90%; note: some results filed as inactive read as strong as hits
# Target sequence (P03300 1749-2209 limits assumed): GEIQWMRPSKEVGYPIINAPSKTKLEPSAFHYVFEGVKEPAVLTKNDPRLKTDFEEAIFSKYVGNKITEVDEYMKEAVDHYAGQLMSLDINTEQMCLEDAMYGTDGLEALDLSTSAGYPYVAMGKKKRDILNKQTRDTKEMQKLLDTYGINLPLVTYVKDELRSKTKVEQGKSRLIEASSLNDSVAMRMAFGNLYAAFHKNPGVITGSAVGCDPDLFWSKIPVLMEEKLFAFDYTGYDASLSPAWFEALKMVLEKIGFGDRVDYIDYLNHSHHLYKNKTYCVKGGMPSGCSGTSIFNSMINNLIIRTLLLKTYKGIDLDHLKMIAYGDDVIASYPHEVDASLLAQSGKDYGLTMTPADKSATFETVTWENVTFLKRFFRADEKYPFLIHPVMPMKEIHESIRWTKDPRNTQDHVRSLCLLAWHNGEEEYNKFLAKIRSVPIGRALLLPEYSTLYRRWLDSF
# PV pol inh FP z-score: second read-out of PV pol inh, no call of its own (marks repeat the call); z-score; measured here: FP z-score; hits read low
# Numbers without * were called inactive; & = joins results of further samples. A portion of the library; rates above refer to the full screens.
SMILES,PV pol inh,PV pol inh FP z-score
O=C(OCC1OC2C(Oc3nc(=O)ccn32)C1O)c1ccccc1 (centres undefined),94,-0.7
O=C(CN1C(=O)S/C(=C\c2cccs2)C1=O)Nc1ccc(-c2nnc3n2CCCCC3)cc1,103,-0.4
CC1=C(C)OC(C)(C(=O)/C=C/c2ccccc2)CC1 (centres undefined),101,0.2
N#CCc1nc(-c2cc3cc(Br)ccc3oc2=O)cs1,103,0.1
CCOC(=O)c1c(C)oc2ncnc(N3CCN(c4ccccc4F)CC3)c12,102,-0.1
Cc1occc1-c1n[nH]c(=O)o1,102,0.1
COc1ccc(N2CCN(C(=O)COCc3cc(-c4ccc5c(c4)OCO5)on3)CC2)cc1,113,1.3
O=C(COC(=O)C1CC(=O)N(CCc2ccc(Cl)cc2)C1)c1ccc(Cl)cc1 (centres undefined),104,0.1
Cc1cccc(N(C)C(=O)CCS(=O)(=O)c2ccc3c(c2)SC(C)C(=O)N3)c1 (centres undefined),102,-0.2
[N-]=C=N[n+]1ccc2ccccc2c1C(=O)c1ccc(Cl)cc1,72,-3.8
CCN(C(=O)c1cn(C)c(=O)c2cc(OC)c(OC)cc12)c1ccc(F)cc1,101,0
CCc1ccc(OCC(=O)Nc2ccc(-c3nc4ncccc4o3)cc2)cc1,106,0.2
CC(C)CC(=O)Nc1c(C(=O)N2CCN(c3ccccc3F)CC2)oc2ccccc12,102,-1.2
O=C(O)c1cn(Cc2ccccc2Cl)c2ccc(S(=O)(=O)N3CCOCC3)cc2c1=O,101,-0.1
COc1cc(C2CSc3nc4sc5c(c4c(=O)n32)CCCC5)cc(Cl)c1O (centres undefined),111,1.2
COc1ccc(-c2cc(C(F)(F)F)nc(SCCC(=O)Nc3ccccc3)n2)cc1,102,0.1
CC(C)(C)OC(=O)N1CCC(C(=O)OCc2ccc(C#N)cc2)CC1,102,-0.4
Cc1ccc(C(=O)Nc2c(-c3ccccc3)nc3ccccn23)cc1,101,-1.2
CCNC(=S)Nc1ccccc1,101,0.6
Oc1ccc(/C=N/NC(=S)Nc2cccnc2)cc1,102,-0.2
N#CSc1ccc(N2CCOCC2)cc1,104,0.4
CCOC(=O)C1CCCN(c2nc3c(S(=O)(=O)c4ccccc4)nnn3c3ccccc23)C1 (centres undefined),100,-0.5
CN1CCN(C(=O)CNC(=O)C23CC4CC(CC(C4)C2)C3)CC1,99,-0.1
CCOc1ccc(-c2cc3c(=O)n(CC(=O)NCc4ccc(C)cc4)ccn3n2)cc1,106,0
CCOC(=O)c1ccc(-c2ccc(/C=C(\C#N)C(=O)Nc3c(C)cccc3Cl)o2)cc1,90,-1.8
O=C1CCCCCCCCCCC1CN1CCOCC1 (centres undefined),109,0.6
Nc1nc2ccccc2n1C(=O)Cc1ccccc1,100,-0.4
O=C(NCCc1ccccc1)c1ccc(C(F)(F)F)cc1,105,0.2
Cc1cc2[nH]c(=O)c(=O)[nH]c2cc1S(=O)(=O)N1CCN(c2cccc(Cl)c2)CC1,107,0.1
CCSc1nnc(-c2ccccc2)c(-c2ccccc2)n1,101,-0.4
COC(=O)C1=C(O)/C(=C\c2ccccc2)N=C1C,107,0.9
Cc1cc(C)c2c(n1)sc1c(=O)n(C(C)C(=O)NC(N)=O)cnc12 (centres undefined),99,-0.2
Cc1ccc(C)c(NC(=O)Cn2c(SCC(=O)NCc3ccccc3)nc3ccccc32)c1,100,-1.1
CCOC(=O)NC(=S)Nc1ccc(N2CC(C)OC(C)C2)cc1 (centres undefined),104,0.1
Cc1c(Br)sc2sc(Br)c(C)c12,102,0
CN(CC(=O)NC(=O)Nc1ccc2c(c1)OCCO2)Cc1cccc(F)c1,108,1
Cc1ccc(NNC(=O)c2cccs2)cc1C,104,0.8
CCC(C)NC(=O)c1ccc2c(c1)sc1nc(-c3ccc(OC)cc3)cn12 (centres undefined),109,0.6
O=C(O)CSc1c[nH]c2ccccc12,100,-0.4
CC(C)S(=O)(=O)c1cnc(N2CCOCC2)nc1N,110,1.3
Cn1c(=O)n(N)c(=O)c2c(-c3ccc(F)cc3F)c3c(nc21)-c1ccccc1C3=O,101,0
CC1=NN(C)C(=O)C1Cc1c(Cl)cccc1Cl (centres undefined),103,-0.2
COCCn1c(-c2ccncc2)nn(CO)c1=S,101,-0.3
CCCN1CCN(CCCNC(=O)c2cc3c(s2)-c2ccccc2OC3)CC1,104,0
CCOC(=O)/C=C1\NC(=O)CS1,111,1.5
COc1cc(S(=O)(=O)n2ccnc2C(C)C)ccc1Br,100,-0.9
CCCCN(C)S(=O)(=O)c1ccc2[nH]c(=O)ccc2c1,105,0.7
CCOc1ccc(NC(=O)CSc2oc(-c3ccc(C)cc3)nc2S(=O)(=O)c2ccc(C)cc2)cc1,105,-0.1
Cc1onc(-c2ccccc2Cl)c1C(=O)NN,101,-0.1
Cc1onc(-c2ccccc2Cl)c1C(=O)Nc1nnc(SCC(=O)Nc2ccccc2F)s1,103,0.8
CCOC(=O)c1ccccc1Nc1nc2ccc(C)cc2n2nnnc12,110,1.1
NC(=O)c1cnccn1,98&102,-0.1&0.5
Cc1ccccc1N=C(N)N=C(N)N,102,-0.2
Cc1ccc(C)c(CNC(=O)C2CCCCN2S(=O)(=O)c2ccc(F)cc2)c1 (centres undefined),104,-0.7
C#CCN1C(=O)C2C(C(=O)NC)C3C=CC2(O3)C1C(=O)NCc1ccc(OC)cc1 (centres undefined),101,0.1
CN(C)c1ccc(-n2cccc2)cc1,105,1.3
Cc1onc(-c2c(F)cccc2Cl)c1C(=O)N[C@@H]1C(=O)N2C(C(=O)O)C(C)(C)S[C@H]12 (some centres undefined),98,-1.3
CC1=CCC2COC(c3ccccn3)C1C2 (centres undefined),97,-0.9
O=C(/C=C/c1cn(-c2ccccc2)nc1-c1cccnc1)N1CCCC1,105,1.5
O=c1c(Cl)c(NC2CC2)cnn1-c1ccccc1,102,0.2
# Additional structures.
SMILES,PV pol inh,PV pol inh FP z-score
Cn1c(SCc2nc3ccc(Cl)cc3n2CCO)nnc1C(F)(F)F,97,-0.8
Cc1ccc(NS(=O)(=O)c2ccc3c(c2)[C@H]2C=CC[C@H]2[C@@H](c2ccc(F)cc2)N3)cc1C,124,2.2
O=C(CSc1nncc2ccccc12)c1ccc(Cl)cc1Cl,103,0.9
Cc1cccc(Cn2c(SCc3ccc(C(=O)N4CCC(C)CC4)cc3)nc3ccncc32)c1,103,-0.6
Cc1cc2oc(=O)cc(CN3CCN(C(=O)C4CCCO4)CC3)c2cc1Cl (centres undefined),107,0.5
O=C(Cc1ccc(Cl)c(Cl)c1)N1CCC2(CC1)Nc1ccccc1S(=O)(=O)N2,100,-0.3
O=C(NCc1cn2cc(Cl)ccc2n1)c1ccccc1,101,-0.5
O=C(COc1ccc(Cl)cc1)Oc1ccccc1,90,-1.3
COC(=O)c1cc(N)c(Cl)s1,96,-2.2
COc1ccc(NC(=O)CSc2nc(-c3cccs3)cc(C(F)(F)F)n2)cc1OC,104,-0.1
CCOc1ccc2c(c1)c(=O)c(C(=O)c1ccc3c(c1)OCO3)cn2Cc1ccc(F)cc1,106,-0.4
CC(C)(C)C(=O)OC[C@H]1O[C@@H](n2cnc3c(N)ncnc32)C[C@@H]1OC(=O)C(C)(C)C,109,0.9
O=C(CCC(=O)c1cccs1)OCc1nnc(-c2ccccc2)o1,103,0.1
CCC(=O)Nc1ccc2nn(-c3ccc(CC)cc3)nc2c1,101,0.3
COC(=O)/C(C#N)=C/c1cccc(O)c1,98,-0.6
CCOC(=O)C1=C(CSc2nnc(Cc3ccc(OC)cc3)n2N)NC(=O)NC1C (centres undefined),105,0.3
CCN(CC)S(=O)(=O)c1ccc(C(=O)OC(C)C(=O)NC2CCCCC2)cc1 (centres undefined),108,1.2
Cc1cc(SCC(N)=O)nc(=O)[nH]1,107,1.6
COc1ccc(Nc2ccccc2NC(=O)c2cc3ccccc3o2)cc1,110,0.9
Cn1nc(C(=O)Nc2ccccc2C(=O)NC2CCCC2)ccc1=O,100,-0.1

# Pulled by compound from above (2):
SMILES,PV pol inh,PV pol inh FP z-score
O=C(CSc1nncc2ccccc12)c1ccc(Cl)cc1Cl,103,0.9
Cn1c(SCc2nc3ccc(Cl)cc3n2CCO)nnc1C(F)(F)F,97,-0.8

# Continuation:
SMILES,PV pol inh,PV pol inh FP z-score
Cn1c(N)c(N2CCNCC2)c(=O)n(C)c1=O,104,0.2
COc1ccc(CNC(=O)c2ccc3c(c2)nc2n3CCCCC2)cc1,107,-0.3
Cc1ccc(N(C(C)C(=O)Nc2ccc(S(=O)(=O)N3CCOCC3)cc2)S(C)(=O)=O)cc1C (centres undefined),102,0.3
COCc1cc(=O)[nH]c(/N=C(\N)Nc2ccc(C)cc2)n1,103,0.3
O=C(/C=C/c1ccccc1)Nc1nc2c(s1)CCCC2,103,0.1
O=C(Oc1ccccc1)c1ccc2nccnc2c1,102,0.4
CCn1cc(C(=O)N(C)Cc2cccc(Cl)c2)c(=O)c2ccc(C)nc21,100,-0.5
O=C(NC1CC(=O)N(c2ccc(F)cc2)C1)c1ccc(S(=O)(=O)N2CCOCC2)cc1 (centres undefined),108,0.2
C[C@@H](C(=O)NCc1ccccc1Cl)N1C(=O)C2CC=CCC2C1=O (some centres undefined),102,0
O=C(O)C1CC=CCC1C(=O)NCCc1csc(-c2ccccc2)n1 (centres undefined),102,-0.6
CC1=CC(=C(C#N)C#N)C=C(C)N1CCc1ccc(S(N)(=O)=O)cc1,97,-0.3
CCCCN(C)C(=O)Cn1ncc2c3ccccc3n(CCC)c2c1=O,104,0.4
CSc1ccccc1C(=O)NCC1COc2ccccc2O1 (centres undefined),101,-0.5
COc1cc(-c2nc3nc(C)cc(C)n3c2Nc2ccc(Cl)cc2)ccc1O,111,1.1
CCOC(=O)c1sc2nc3n(c(=O)c2c1C)N=C(c1cc2cc(Cl)ccc2oc1=O)CS3,102,0
CCS(=O)(=O)c1ccc(O)c(NC(=O)CC2(CC(=O)O)CCCC2)c1,102,0.3
O=c1c2ccccc2nc(/C=C/c2cccc3ccccc23)n1-c1ccc(Cl)cc1,113,1
CO/C(N)=N/C(=S)Nc1ccc(C(C)C)cc1,102,0.2
c1ccc(CC2CCN(c3ncnc4c3oc3ccccc34)CC2)cc1,101,-0.3
CCC(C)N(C(=O)CSc1nc(N)c2c3c(sc2n1)CCCC3)C1CCS(=O)(=O)C1 (centres undefined),101,-0.3
COc1ccc(CCN2C(=O)CCC2(C)C(=O)NCc2ccccc2)cc1OC (centres undefined),100,-0.1
CCOc1ccc(N2C(=O)CC(N3CCC(O)(c4ccc(Cl)cc4)CC3)C2=O)cc1 (centres undefined),102,0.2
O=C(/C=C/c1ccccc1)NC(=S)Nc1cccnc1Cl,104,1.4
O=C(OCC(=O)N1CCCC1=O)c1cccc(S(=O)(=O)NCc2ccccc2)c1,112,1.3
COc1ccc(NC(=O)CSC2=Nc3ccccc3C3=NC(CCC(=O)NCc4cccs4)C(=O)N23)cc1 (centres undefined),102,-1.2
NC(=O)COC(=O)C1(c2ccc(Cl)cc2)CCCC1,104,1
Cc1ccc(-c2cc(C(=O)OCC(=O)c3ccccc3)c3cccc(Cl)c3n2)cc1,103,-0.6
CCOc1ccc(CNC(=O)C2CCCN(S(=O)(=O)c3ccc4c(ccn4C)c3)C2)cc1 (centres undefined),111,1.1
CCOc1ccc(NC(=O)c2c(NC(=O)c3cccc(C)c3)sc3c2CCC3)cc1,98,-0.8
CC(=O)[C@H]1CC[C@H]2[C@@H]3CC=C4C[C@@H](O)CC[C@]4(C)[C@H]3CC[C@]12C,103,0.4
C=CCSc1nnc2[nH]c(=O)cc(N)n12,102,0.3
O=C1Cc2cc(S(=O)(=O)NCc3cccs3)ccc2N1,103,0.7
O=C(Cc1ccc(Cl)cc1Cl)N1CCN(c2ccccc2O)CC1,103,0.3
CCOC(=O)c1c(SCC(=O)Nc2cc(Cl)cc(Cl)c2)nc(=O)[nH]c1C,103,-0.5
CC(C)n1nc(C(=O)Nc2ccc3c(c2)CCC3)c2ccccc2c1=O,103,0
O=C(Cc1cccs1)N/N=C/C1CCCCC1,102,-0.1
Cn1c(C(=O)O)c(CNCc2cccnc2)c2ccccc21,99,-1.5
CCOC(=O)c1ccccc1NC(=O)c1sc2nc(C)nc(N(CC)CC)c2c1C,102,-0.1
COC(=O)NCC(c1cccnc1)N1CCOCC1 (centres undefined),101,-1.5
O=C(O)CCNC(=O)c1ccccc1Cl,102,0.4
Cn1nccc1N1C(=O)c2ccccc2C1=O,106,0.4
O=C(C1CCCN1c1nnc(N2CCCC2=O)s1)N1CCc2ccccc2C1 (centres undefined),99,-1.7
COC(=O)c1ccc(NC(=O)N2CCc3c([nH]c4ccccc34)C2c2ccc(C)cc2)cc1 (centres undefined),104,-1

# Structural class: the compounds so far containing fluorine.
SMILES,PV pol inh,PV pol inh FP z-score
CCOC(=O)c1c(C)oc2ncnc(N3CCN(c4ccccc4F)CC3)c12,102,-0.1
CCN(C(=O)c1cn(C)c(=O)c2cc(OC)c(OC)cc12)c1ccc(F)cc1,101,0
CC(C)CC(=O)Nc1c(C(=O)N2CCN(c3ccccc3F)CC2)oc2ccccc12,102,-1.2
COc1ccc(-c2cc(C(F)(F)F)nc(SCCC(=O)Nc3ccccc3)n2)cc1,102,0.1
O=C(NCCc1ccccc1)c1ccc(C(F)(F)F)cc1,105,0.2
CN(CC(=O)NC(=O)Nc1ccc2c(c1)OCCO2)Cc1cccc(F)c1,108,1
Cn1c(=O)n(N)c(=O)c2c(-c3ccc(F)cc3F)c3c(nc21)-c1ccccc1C3=O,101,0
Cc1onc(-c2ccccc2Cl)c1C(=O)Nc1nnc(SCC(=O)Nc2ccccc2F)s1,103,0.8
Cc1ccc(C)c(CNC(=O)C2CCCCN2S(=O)(=O)c2ccc(F)cc2)c1 (centres undefined),104,-0.7
Cc1onc(-c2c(F)cccc2Cl)c1C(=O)N[C@@H]1C(=O)N2C(C(=O)O)C(C)(C)S[C@H]12 (some centres undefined),98,-1.3
Cn1c(SCc2nc3ccc(Cl)cc3n2CCO)nnc1C(F)(F)F,97,-0.8
Cc1ccc(NS(=O)(=O)c2ccc3c(c2)[C@H]2C=CC[C@H]2[C@@H](c2ccc(F)cc2)N3)cc1C,124,2.2
COc1ccc(NC(=O)CSc2nc(-c3cccs3)cc(C(F)(F)F)n2)cc1OC,104,-0.1
CCOc1ccc2c(c1)c(=O)c(C(=O)c1ccc3c(c1)OCO3)cn2Cc1ccc(F)cc1,106,-0.4
O=C(NC1CC(=O)N(c2ccc(F)cc2)C1)c1ccc(S(=O)(=O)N2CCOCC2)cc1 (centres undefined),108,0.2

# Screens as filed in PubChem BioAssay.
